Screening results as filed in PubChem.
TDP1 inh: qHTS Assay for Inhibitors of Tyrosyl-DNA Phosphodiesterase (TDP1); Tyrosyl-DNA phosphodiesterase 1 (Homo sapiens), Q9NUW8; AID 485290, 2010; recombinant TDP1, AlphaScreen DNA substrate cleavage; hit rate 0.28% among 350,000; Potency, µM (series often up to 130 µM), inactives show top-dose activity change, negative = inhibition, usual class: inhibitors; also: nearly all actives have a fitted effect of over 40% in size
Target sequence (Q9NUW8 whole entry, looked up): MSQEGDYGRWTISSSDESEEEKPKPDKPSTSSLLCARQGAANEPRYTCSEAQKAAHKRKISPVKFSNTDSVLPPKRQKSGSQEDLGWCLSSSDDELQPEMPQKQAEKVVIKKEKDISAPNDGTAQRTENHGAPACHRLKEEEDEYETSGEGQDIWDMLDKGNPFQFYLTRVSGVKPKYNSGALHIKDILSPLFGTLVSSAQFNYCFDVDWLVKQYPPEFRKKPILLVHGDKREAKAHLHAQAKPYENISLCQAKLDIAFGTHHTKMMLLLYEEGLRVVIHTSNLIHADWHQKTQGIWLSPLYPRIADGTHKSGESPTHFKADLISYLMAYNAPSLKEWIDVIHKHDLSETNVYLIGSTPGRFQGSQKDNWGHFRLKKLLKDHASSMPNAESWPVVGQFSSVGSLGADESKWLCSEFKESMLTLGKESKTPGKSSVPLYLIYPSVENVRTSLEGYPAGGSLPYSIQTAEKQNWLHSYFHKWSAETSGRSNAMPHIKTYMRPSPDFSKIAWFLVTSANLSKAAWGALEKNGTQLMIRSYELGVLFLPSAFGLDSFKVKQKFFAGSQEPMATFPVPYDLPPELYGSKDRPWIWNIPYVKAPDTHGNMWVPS
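Here, a 5' biotin and 3' phosphotyrosine-FITC DNA oligonucleotide reports Tdp1 activity: intact substrate bridges AlphaScreen beads, while cleavage leaves a 3' phosphate and drops signal. All incubations at room temperature.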
FEN1 inh: qHTS Assay for the Inhibitors of Human Flap endonuclease 1 (FEN1); hit rate 0.35% among 390,000; Potency, µM (series often up to 114 µM), without a hit: at the top dose activity change, negative = inhibition, usual class: inhibitors; AID 588795, 2011; Recombinant FEN1 flap cleavage, fluorescence, 15 min; also: nearly all actives have a fitted effect of over 65% in size
Target sequence (P39748 whole entry, looked up): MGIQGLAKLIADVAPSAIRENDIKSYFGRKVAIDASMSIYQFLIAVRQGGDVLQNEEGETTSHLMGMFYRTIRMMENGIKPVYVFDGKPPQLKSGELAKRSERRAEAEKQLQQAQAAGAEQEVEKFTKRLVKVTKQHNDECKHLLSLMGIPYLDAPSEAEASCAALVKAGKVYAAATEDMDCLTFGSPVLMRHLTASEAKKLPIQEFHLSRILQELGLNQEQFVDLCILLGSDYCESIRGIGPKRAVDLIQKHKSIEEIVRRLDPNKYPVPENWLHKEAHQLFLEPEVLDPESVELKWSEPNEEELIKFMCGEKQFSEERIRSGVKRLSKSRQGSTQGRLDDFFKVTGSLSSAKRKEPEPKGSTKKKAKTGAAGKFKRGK
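FEN1 at 10 nM, compound pretreatment for 15 min (room temperature), 50 nM final substrate to initiate; endpoint reads at 0 and 15 min; DMSO-only plates used as vehicle background.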
N370S GC mod: qHTS Assay for Inhibitors and Activators of N370S glucocerebrosidase as a Potential Chaperone Treatment of Gaucher Disease. Lysosomal acid glucosylceramidase (Homo sapiens), P04062. N370S GC spleen homogenate, 4MU-glucoside fluorescence. AID 2101, 2009. Potency, µM (titrated, usually from 59.4 µM), for the others: top-dose activity change, negative = inhibition, hits mostly inhibitors. hit rate 0.092% among 330,000;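 also: 0% = full enzyme activity and -100% = no enzyme basal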
* hit, by the source's call; ? = inconclusive; . = not tested or not shown; & = joins results of further samples; [ ] = dose if it differs, or a comment. Calls follow the shape of the dose curve; as a rule, active = well fitted curve in the direction sought with a large enough effect; inconclusive = small, poorly fitted or top-dose-only effect, or another doubt; inactive = no such curve, though single readings can be large; an effect the other way counts as inactive or inconclusive. Unless noted, % is scaled to controls: 0 for no effect and ±100 for the full control effect; potency is read from the fitted curve at half-maximal effect.

Results follow in this order: N370S GC mod	TDP1 inh	FEN1 inh
> Cc1ccc(-c2c3c(=O)n(C)c(=O)n(C)c3cn2Cc2cccnc2)cc1
  2%[2.35 µM]	3%	-11%
> Cc1ccc(-c2nn(CC(=O)NCc3cc(-c4nn(C)c(=O)c5ccccc45)ccc3C)c(=O)c3ccccc23)cc1
  -1%	0%	8%
> CC1=C(C(=O)Nc2ccc(C)cc2C)C(c2cccs2)n2nc(SCc3ccc(Cl)cc3)nc2N1 (stereo not given)
  .	0%	-18%
> CCOC(=O)CCc1c(C)c2ccc(OCC(=O)OC(C)C)cc2oc1=O
  -10%	3%	-15%
> CCOC(=O)c1ccc(N2C(=O)c3n[nH]c(-c4cccs4)c3C2c2ccc(C(C)C)cc2)cc1 (stereo not given)
  .	5%	-20%
> COc1ccc2sc(N(CCCN(C)C)C(=O)c3ccc(S(=O)(=O)N4CCc5ccccc5C4)cc3)nc2c1
  ?	10%	-9%
> CCc1noc(C)c1C(=O)Nc1ccc(C)c(S(=O)(=O)N2CCCCCC2)c1
  -3%	.	-8%
> CCOCCCNC(=O)c1cnc2sc(N3CCCCCC3)nn2c1=O
  .	5%	-6%
> NCCCC(N)(C(=O)O)C(F)F (stereo not given)
  2%&10%	11%[56.1 µM]	11%
> N#CCOC(=O)C1c2ccccc2Oc2ccccc21
  -12%	3%	5%
> CN(C)CCOC(=O)Cc1ccc(Cl)cc1
  -13%	7%	-1%
> Cn1c(=O)[nH]c(=O)c2c1nc(SCC(O)CCl)n2Cc1ccccc1 (stereo not given)
  8%	3%	-11%
> Cc1ccc([C@H]2C(C(=O)O)=CC[C@@H](c3ccc(Cl)c(Cl)c3)N2S(=O)(=O)c2ccc(C)cc2)cc1
  .	-8%	-1%
> Cc1cccc(-c2cc3nc(C)cc(NCCCn4ccnc4)n3n2)c1
  -6%	9%	-14%
> CCCS(=O)(=O)N1CCC(C(=O)NCc2ccc(F)cc2)CC1
  -4%	3%	-1%
> O=C(NN=C1CCCC1)c1[nH]c2ccc(Cl)cc2c1-c1ccccc1
  -11%	3%	-23%
> CCCc1ccc(C(=O)CN2C(=O)C(=O)N(C3CCCC3)C2=O)cc1
  .	0%	-9%
> CCCNC(=O)c1onc(CSc2ccc(F)cc2)c1C(=O)NCC1CC1
  13%	-11%	1%
> Cc1ccc(CCNC(=O)c2ccc(CNS(=O)(=O)c3ccccc3)cc2)cc1
  .	-2%	13%
> CC(C)Cn1c(=O)c2sccc2n2c(CCCC(=O)NCCc3ccccc3)nnc12
  .	-3%	1%
> Cc1scc(-c2n[nH]c(=S)n2C(C)c2ccccc2)c1C (stereo not given)
  2%	3%	3%
> O=C(Nc1ccccc1)Nc1ccccc1C(=O)NCC1CC1
  3%	3%	4%
> COc1cccc(C2C(C(=O)c3sc(C)nc3C)=C(O)C(=O)N2CCN2CCOCC2)c1 (stereo not given)
  ?	-10%	10%
> Cc1ccc2nc(NC(=O)c3nc(SCc4ccccc4F)ncc3Cl)sc2c1
  .	7%	-1%
> COc1ccc(Cc2nnc(SCC(=O)c3ccc4c(c3)NC(=O)CO4)o2)cc1
  1%	-4%	8%
> Cc1ccccc1-n1c(SCc2cc(=O)n3ccccc3n2)nc2[nH]ncc2c1=O
  -20%	9%	-1%
> CCOCCOC(=O)COc1ccc2c(-c3ccccc3)cc(=O)oc2c1
  ?	-2%	-5%
> CCCn1c(CCC(=O)Nc2cccc(C)c2C)nc2cccnc21
  .	4%	11%
> O=C(C1CCCCC1)N1CCN(c2ccnc3cc(Cl)ccc23)CC1
  5%	7%	-4%
> CC1=NN(c2ccccc2)C(=O)C1N=Nc1ccc(N)cc1 (stereo not given)
  -8%	13%	-23%
> CCCc1cc(=O)n2[nH]c(NCc3c(Cl)cccc3Cl)nc2n1
  -6%	0%	-8%
> O=[N+]([O-])c1ccc2ccn(C3OCC(O)C(O)C3O)c2c1 (stereo not given)
  -4%	4%	6%
> CC1(C)NC(C)(C)c2nonc2/C1=N\O
  16%	6%	-7%
> COc1ccc(S(=O)(=O)NCCc2nnc3ccc(SCC(=O)Nc4cc(C)cc(C)c4)nn23)cc1
  .	5%	-13%
> O=C(NC1CCN(CC(=O)N(c2ccccc2)c2ccccc2)CC1)c1ccc([N+](=O)[O-])cc1
  -4%	2%	-2%
> Cn1c(=O)c2cn(-c3ccccc3)cc2n(C)c1=O
  5%	5%	-3%
> O=C(O)c1cc(N2N=C(C(F)(F)F)/C(=C/C=C/c3ccco3)C2=O)ccc1Cl
  10%	-3%	3.2µM*
> Oc1[nH]c2ccc(Br)cc2c1N=NC(=S)Nc1ccc(F)cc1
  17%	9%	-1%
> CCOc1ncccc1C(=O)Nc1cc(S(=O)(=O)N2CCCCC2)ccc1Cl
  .	1%	2%
> O=C(NCCNC(=O)c1ccccn1)c1ccc(F)cc1
  -9%	2%[0.0935 µM]	4%
> Cc1ccnc2nc(C(=O)NCc3ccccc3)nn12
  -1%	-1%	4%
> CNc1c(N=Cc2cccnc2)c(=O)n(C)c(=O)n1C
  -4%	3%	-9%
> COc1ccc(CN2COc3ccc4c(-c5ccccc5)cc(=O)oc4c3C2)cc1
  .	6%	12%
> O=C(NCCCSc1ccccc1)c1cccnc1
  -16%	9%	-2%
> Cc1ccc(C(=O)N/C(=C\c2cccs2)C(=O)N2CCCCCC2)cc1
  15%	0%	-4%
> Cc1ccccc1NS(=O)(=O)c1ccc(C(=O)N2CCC2)cc1
  -8%	0%	-1%
> CCc1ccc(NC(=O)C2(C)Cc3ccccc3C(=O)O2)cc1 (stereo not given)
  3%	0%	-5%
> Cc1ccc(-c2nc(NC(=O)CSc3ccc4ccccc4n3)ns2)cc1
  ?	-3%	-18%&8%
> COCCNC(=O)c1c(N)n(-c2cccc(C)c2)c2nc3ccccc3nc12
  ?	4%	-13%
> Cc1c(Cl)cccc1N1CC(C(=O)Nc2nccs2)CC1=O (stereo not given)
  -20%	4%	-12%
> O=C(COc1cccc(NC(=O)c2ccccc2)c1)c1ccccc1
  -1%	3%	20%
> Cc1cccc(N2C(=O)CC(N3CCN(c4ccc(Cl)cc4)CC3)C2=O)c1 (stereo not given)
  0%	.	-1%
> CC(Sc1nnc2c(n1)[nH]c1ccccc12)C(=O)N(C)C1CCCCC1 (stereo not given)
  19%	10%	6%
> Nc1ncnc2c1ncn2[C@@H]1O[C@H](CNCc2ccc(OCC(=O)Nc3nccs3)cc2)[C@@H](O)[C@H]1O
  .	0%	1%
> CN(Cc1cccc(Cl)c1)C(=O)C1CSC2(C)CCC(=O)N12 (stereo not given)
  2%	3%	6%
> Cc1ccc(N2CC(C(=O)Nc3ccccn3)CC2=O)cc1 (stereo not given)
  3%	-3%	3%
> CCN1c2ccccc2-c2nc3ccccc3n2C1c1ccccn1 (stereo not given)
  19%	-6%	-1%
> Cc1ccc(S(=O)(=O)N2CCCCC2)cc1C(=O)Nc1cccnc1
  -15%	20µM*	-2%
> CC(=O)Nc1ccc(OC(=O)Oc2ccc(NC(C)=O)cc2)cc1
  7%	.	-4%
> NS(=O)(=O)c1ccc(CNC(=O)/C=C/c2ccc(Cl)c(Cl)c2)cc1
  9%	1%	1%

Three compounds out of the list above, ordered by the value under N370S GC mod, descending:
Results follow in this order: N370S GC mod	TDP1 inh	FEN1 inh
> Oc1[nH]c2ccc(Br)cc2c1N=NC(=S)Nc1ccc(F)cc1
  17%	9%	-1%
> CC(=O)Nc1ccc(OC(=O)Oc2ccc(NC(C)=O)cc2)cc1
  7%	.	-4%
> Cc1ccccc1NS(=O)(=O)c1ccc(C(=O)N2CCC2)cc1
  -8%	0%	-1%

Additional results follow:
Results follow in this order: N370S GC mod	TDP1 inh	FEN1 inh
> CC(C)CC(=O)NC(=S)NNC(=O)c1cccc([N+](=O)[O-])c1
  -1%	8%	1%
> CC(=O)NC(NC(=S)Nc1c(C)n(C)n(-c2ccccc2)c1=O)C(Cl)(Cl)Cl (stereo not given)
  -1%	0%	-4%
> CCOc1cccc(CN2CCCC(C(=O)Nc3cccc(-n4cccn4)c3)C2)c1 (stereo not given)
  -9%	2%	-20%
> CCCSc1nnc(CNC(=O)C23CC4CC(CC(C4)C2)C3)n1Cc1ccccc1
  ?	1%	4%
> CCN(c1ccc(C)cc1C)S(=O)(=O)c1nnc(NC(=O)C(C)C)s1
  -1%	.	16%
> CCOc1ccc2nc(SCC(=O)NNC(=O)c3ccco3)c(C)cc2c1
  2%	8%	-6%
> CCc1ccc(C2c3[nH]c4ccccc4c3CCN2C(=O)c2cc[n+]([O-])cc2)cc1 (stereo not given)
  5%	-10%	-7%
> CCOC(=O)C1CCN(CCC(=O)Nc2ccccc2Cl)CC1
  1%	7%[12.3 µM]	7%&-10%
> O=C(Nc1ccc(Br)cc1)c1cccc(NC(=O)C2C3CC4OC(=O)C2C4C3)c1 (stereo not given)
  21%	6%	0%
> COc1cccc(-c2nc(CS(=O)(=O)CC(=O)NCc3ccc(C)cc3)c(C)o2)c1
  .	6%	8%
> C=CCn1c(SC)nnc1-c1cccc([N+](=O)[O-])c1
  -20%	0%	8%
> C=CCNC(=O)c1cc2c(=O)c3ccccc3oc2nc1C
  1%	3%	-12%
> COC(=O)c1ccc(-c2csc(NC(=O)c3c(C)noc3C)n2)cc1
  3%	0%	-1%
> Cc1ccc(C)c(Nc2nnc(-c3ccc(C)c(S(=O)(=O)N4CCCCC4)c3)c3ccccc23)c1
  .	6%[12.3 µM]	89µM*
> CC(=O)N[C@@H](CS)C(=O)O
  -13%&-4%	-6%	?
> CCOc1ccc(NC(=O)C2CCN(S(=O)(=O)c3c(C)noc3/C=C/c3ccco3)CC2)cc1
  .	-5%	4%
> CCn1cc2nc(SCc3cc(C)ccc3C)n(Cc3ccc(Cl)cc3)c(=O)c2n1
  .	5%	13%
> C=CC[C@@H](CC(=O)N(CCO)Cc1ccccc1)C(=O)N[C@H](COC(=O)[C@H](CC=C)CC(=O)OC(C)(C)C)Cc1c[nH]c2ccccc12
  .	4%	2%
> CCOCCOC(=O)c1[nH]c2c(c1C)C(=O)CC(c1ccc(OC)c(OC)c1)C2 (stereo not given)
  -16%	.	-9%
> FC(F)(F)c1nc(Oc2ccccc2)c2ccccc2n1
  6%	-8%	13%
> O=C(O)c1cc(Cl)c(Cl)cc1C(=O)Nc1cccc2ncccc12
  4%	3%	8%
> NC(=O)CN1C(=O)C(=O)N(Cc2ccc(F)cc2)C1=O
  -2%	.	9%
> Cc1nc(CS(=O)c2ccc(Cl)cc2)cc(NCc2ccc(Cl)cc2Cl)n1 (stereo not given)
  -9%	3%	-22%
> Cc1ccc(Nc2c(N)c(=O)oc3ccccc23)cc1
  -11%	6%[56.1 µM]	-12%
> CCN1CCN(C(=O)NCc2ccccc2)CC1
  -5%	.	8%
> COc1cc(NC(=O)c2ccc(C)c([N+](=O)[O-])c2)ccc1NC(=O)c1ccco1
  -26%	0%	.
> COc1ccc(OC)c(C2Nc3nc4ccccc4n3C(C)=C2C(=O)Nc2ccc(C)cc2C)c1 (stereo not given)
  ?	7%	-14%
> O=C1CC(N2CCN(c3ccc(Cl)cc3)CC2)C(=O)N1c1ccc(F)cc1 (stereo not given)
  -14%	5%	-14%
> O=C(COc1nncc2ccccc12)NCC(F)(F)F
  -12%	5%	-17%
> CCN(C(=O)Cn1c(=O)oc2cc(S(=O)(=O)N3CCOCC3)ccc21)c1ccccc1
  0%	-2%	-2%
> O=C(c1cnn2c(C(F)F)cc(-c3ccccc3)nc12)N1CCOCC1
  -2%	5%	0%
> Cc1cc(NC(=O)CCSc2nc(-c3ccco3)cc(C(F)(F)F)n2)n(-c2ccccc2)n1
  0%	0%	-7%
> Cc1ccc(N2C(=O)CCSC23C(=O)N(Cc2ccccc2)c2ccccc23)cc1F (stereo not given)
  .	2%	-6%
> CC(C)(NO)/C(=N\O)c1ccccc1
  4%	-3%	11%
> CN(C)c1ccc(S(=O)(=O)N2CCCCC2)cc1NC(=O)CCNC(=O)c1ccc(Cl)cc1
  .	0%	-4%

Whole records, quoted from the list:
Cc1ccc(N2C(=O)CCSC23C(=O)N(Cc2ccccc2)c2ccccc23)cc1F (stereo not given) is listed with N370S GC mod: .; TDP1 inh: 2%; FEN1 inh: -6%
O=C(c1cnn2c(C(F)F)cc(-c3ccccc3)nc12)N1CCOCC1 is listed with N370S GC mod: -2%; TDP1 inh: 5%; FEN1 inh: 0%
Cc1cc(NC(=O)CCSc2nc(-c3ccco3)cc(C(F)(F)F)n2)n(-c2ccccc2)n1 is listed with N370S GC mod: 0%; TDP1 inh: 0%; FEN1 inh: -7%
